CAL PDZ inh – inhibitors of human CAL PDZ peptide binding; purified CAL PDZ, TMR-peptide fluorescence polarization, 1 h; inhibition, % at 20 µM; actives 0.02% (n = 330,000); Q9HD26;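 active means highest replicate inhibition of at least 40%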;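 further: plate controls were DMSO neutral control wells for no effect and unlabeled competitor peptide control wells for full effect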
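Control set: unlabelled peptide and DMSO controls / Material: purified CerCALP PDZ construct / Timing: 1 h incubation at room temperature before polarization reading / Doses: 20 µM, one dose / Detection: fluorescence polarization (mP)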
Rtt109 HAT inh – C. albicans Rtt109 histone acetyltransferase inhibition | inhibition, % at 34.9 µM | AID 540336 | purified Rtt109/Vps75, ThioGlo CoA-SH fluorescence, 4 h | actives 0.16% (n = 330,000) | Q5AAJ8;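 active means inhibition of at least 50% in every replicate; inconclusive means best replicate reaches 50% inhibition but some replicates fall short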
Target sequence (Q5AAJ8 whole entry, looked up): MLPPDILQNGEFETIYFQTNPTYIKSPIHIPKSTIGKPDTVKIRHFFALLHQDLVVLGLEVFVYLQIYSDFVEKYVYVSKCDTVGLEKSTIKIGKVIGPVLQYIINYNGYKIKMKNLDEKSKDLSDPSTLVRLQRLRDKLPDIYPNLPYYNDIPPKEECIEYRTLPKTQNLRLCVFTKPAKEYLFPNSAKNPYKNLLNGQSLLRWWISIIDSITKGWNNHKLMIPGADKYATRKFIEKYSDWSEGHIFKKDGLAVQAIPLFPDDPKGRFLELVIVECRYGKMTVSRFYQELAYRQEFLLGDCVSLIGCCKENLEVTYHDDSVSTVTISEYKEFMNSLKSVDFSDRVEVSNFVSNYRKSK
Wnt bcat act – activates Wnt/beta-catenin signaling in a reporter cell assay. activator, plate reader. activation, % at 9.35 µM. actives 1.2% (n = 300,000); in the data active means activation above about 30%, passing the limit was not always enough; inconclusive means no clear call, values can overlap the other calls;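 further: 0% = neutral control wells and 100% = positive control wells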
AddAB inh – less growth of phage-infected E. coli with AddAB | E. coli expressing H. pylori AddAB, absorbance growth | inhibition, % at 11.9 µM | actives 0.29% (n = 330,000); in the data active means inhibition above about 12%;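 further: 0% = vehicle wells of infected cells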
PfHsp90 set2 – reduces growth (ATP signal) of yeast expressing P. falciparum Hsp90; actives 0.32% (n = 310,000); S. cerevisiae expressing PfHsp90, BacTiter-Glo ATP, 48 h; yeast lacking PDR1 and PDR3 efflux regulators; inhibition, % at 9.4 µM; AID 504621;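 active means every replicate shows inhibition above about 80%, whatever the replicate mean, limit read from the data; inconclusive means mean inhibition reaches the set limit but some replicate falls short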;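 further: 0% = DMSO neutral controls and 100% = 20 µM radicicol positive controls; yeast relying on Plasmodium falciparum Hsp90 in place of its own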
Tat transport – blocks Tat-dependent protein export in E. coli. inhibition, % at 10 µM. actives 0.036% (n = 340,000). E. coli MC4100 TorA-mCherry Tat export, fluorescence;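 active means mean replicate inhibition at least 50% and at least half of replicates individually reaching 50%; inconclusive means only one of the two criteria met; inactive means neither criterion met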;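 further: exported cargo escapes ClpAP degradation while cytoplasmic cargo is degraded and loses fluorescence; 0% = median of neutral control wells and 100% = median of NaSCN control wells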
PvdQ inh – P. aeruginosa PvdQ acylase inhibition; purified PvdQ acylase, fluorescence plate reader; inhibition, % at 10 µM; actives 0.063% (n = 340,000); AID 488965; in the data active means inhibition above about 30%, passing the limit was not always enough; inconclusive means no clear call, values can overlap the other calls;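 further: 0% = vehicle neutral wells and 100% = reference inhibitor wells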
phage Ecoli inh – E. coli growth loss with phage present. growth absorbance. inhibition, % at 11.9 µM. actives 0.26% (n = 360,000). AID 651602; in the data active means inhibition above about 11%
E coli growth – reduces bacterial viability in AddAB counter-screen; E. coli V3065 growth, OD600 absorbance, 18 h; inhibition, % at 11.9 µM; AID 449728; actives 0.27% (n = 330,000);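 active means inhibition above the campaign's mean inhibition across all tested compounds plus 3 SD, cut at about 9.9% in these data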;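 further: uninfected addAB+ strain grown without phage in ampicillin broth; 0% = DMSO wells and 100% = ciprofloxacin 0.95 µg/ml wells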
DAGLB inhibitor – blocks human DAGLB lipase activity; inhibition, % at 5.17 µM; actives 0.059% (n = 340,000); HEK293T DAGLB membrane lysate, EnzChek fluorogenic substrate; Q8NCG7; AID 504411; in the data active means inhibition above about 34%;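 further: 0% = enzyme with vehicle and 100% = wells lacking enzyme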
Target sequence (Q8NCG7 whole entry, looked up): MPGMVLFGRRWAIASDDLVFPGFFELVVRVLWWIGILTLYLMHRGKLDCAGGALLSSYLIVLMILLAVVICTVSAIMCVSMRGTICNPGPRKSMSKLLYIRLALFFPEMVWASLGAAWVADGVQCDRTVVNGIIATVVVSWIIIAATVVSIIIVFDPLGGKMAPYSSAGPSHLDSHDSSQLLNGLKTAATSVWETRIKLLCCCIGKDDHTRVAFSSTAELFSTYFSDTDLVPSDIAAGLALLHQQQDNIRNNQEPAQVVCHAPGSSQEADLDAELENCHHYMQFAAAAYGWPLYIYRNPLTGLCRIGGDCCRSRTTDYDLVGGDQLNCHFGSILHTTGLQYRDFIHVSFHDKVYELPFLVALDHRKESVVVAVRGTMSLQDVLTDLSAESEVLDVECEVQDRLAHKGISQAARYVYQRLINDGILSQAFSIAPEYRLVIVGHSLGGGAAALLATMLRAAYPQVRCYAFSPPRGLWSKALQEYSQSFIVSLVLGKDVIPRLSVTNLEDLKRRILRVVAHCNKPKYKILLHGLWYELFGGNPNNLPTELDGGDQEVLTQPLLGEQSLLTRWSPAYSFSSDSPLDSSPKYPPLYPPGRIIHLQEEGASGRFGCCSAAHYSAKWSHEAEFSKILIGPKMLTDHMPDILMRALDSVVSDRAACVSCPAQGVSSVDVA
An asterisk follows results filed as active; ? = inconclusive; nt = no result given.

SMILES	CAL PDZ inh	Rtt109 HAT inh	Wnt bcat act	AddAB inh	PfHsp90 set2	Tat transport	PvdQ inh	phage Ecoli inh	E coli growth	DAGLB inhibitor
CC(=O)N(C(C)=O)N1C(=O)C2C3c4ccccc4C(c4ccccc43)C2C1=O (stereo unspecified)	-0.7	0	-1	-0.9	-41	4	-11	1.6	0.1	-5
CSc1ccc(NC(=O)Nc2cc(C)ccn2)cc1	0.1	nt	29	-0.1	-4	-8	6	2.2	2.9	-3
COc1ccc(/C=C2\SC(=S)N(CCC(=O)N(CCO)c3ccccc3)C2=O)cc1OC	-1.4	13	-1	-0.8	-2	-4	6	0.6	0.3	0
COc1ccc(C)cc1NC(=O)CCNS(=O)(=O)c1cccc2nonc12	-2.0	-10	-1	2.5	-24	-8	-5	0.9	-0.1	0
CC(C)C1Cc2c(C#N)c(N)n(C)c(=S)c2CO1 (stereo unspecified)	-2.3	13	nt	0.6	1	-1	1	-0.2	-1.4	0
CCOP(=O)(OCC)C(Nc1ccc(C(=O)O)cc1)c1ccccc1 (stereo unspecified)	-0.4	2	2	2.6	-10	8	-9	2.5	3.4	2
CC(C)(C)c1cnnn1-c1ccc(C(=O)CCl)cc1	-0.9	10	-1	3.0	10	4	3	0.6	0.5	-8
CN1CCN(CCCNC(=O)c2ccc3c(Cl)c4c(nc3c2)CCCC4)CC1	-3.4	6	-4	4.2	7	3	7	0.2	-0.7	0
O=C(CSCc1ccc(Br)cc1)N1CCCC1	-1.5	-10	4	-0.5	35	4	-10	3.0	2.4	0
O=C(CSc1ccc2c(c1)OCCO2)N1CCN(c2ccccc2O)CC1	-2.3	3	3	nt	-8	2	-13	2.3	nt	5
COc1ccc(NC(=O)c2ccc3c(SCC(=O)O)c4c(nc3c2)CCCC4)c(OC)c1	-1.4	21	1	-0.5	-10	5	-3	2.0	0.1	5
NC(=O)c1ccc(NC(=O)COC(=O)CCCc2c[nH]c3ccccc23)cc1	-0.2	6	0	2.5	13	10	9	2.9	3.2	2
CCOC(=O)C(C(=O)OCC)C(=O)c1cc(OC)c(OC)c(OC)c1	-4.0	5	-2	1.0	-3	1	-12	0.9	0.8	-7
O=c1[nH]cnc2c1ncn2[C@@H]1O[C@H](CO)[C@@H](O)[C@H]1O	-0.6	-3	-28	-0.6	-1	4	-10	3.2	1.2	1
Cc1onc(-c2ccccc2)c1C(O)c1ccc(F)cc1 (stereo unspecified)	-0.8	-2	0	1.3	-23	7	-9	2.2	-1.2	-2
Oc1cccc(/C=N/Nc2ncnc3c2ncn3Cc2ccccc2)c1	-2.4	13	nt	1.9	5	-1	15	-0.1	-0.2	4
CCOC(=O)C1C(c2ccc(O)c(OC)c2)NC(=S)NC1(O)C(F)(F)F (stereo unspecified)	-2.9	-8	-3	2.2	nt	-10	-14	2.9	1.7	2
COc1ccc(-c2nc(CN(Cc3cnn(C)c3)C(C)C)c(C)o2)c(OC)c1	-1.9	4	0	2.2	0	-5	-3	2.7	-1.4	1
CC(Nc1nc(=S)nc(Nc2ccc(F)cc2)[nH]1)c1ccccc1 (stereo unspecified)	-2.5	-2	-1	2.0	-1	-13	-7	4.3	2.4	7
CC(=O)Nc1ccc2oc(-c3cc(F)c(F)cc3Cl)nc2c1	0.2	-5	?	2.3	-20	8	-12	3.6	0.9	0
CCOC(=O)CCn1c(=O)c2c(nc(Br)n2Cc2ccccc2)n(C)c1=O	-0.7	5	nt	1.6	18	-3	5	3.9	3.3	-1
CCN(CC)S(=O)(=O)c1ccc(N2CCN(C)CC2)c(NC(=O)CN2C(=O)NC3(CCCCC3)C2=O)c1	-0.5	3	0	nt	13	-12	14	1.1	nt	-4
C/C(CC(=O)NC1CCCCC1)=N\NC(=O)Cc1ccc(-c2ccccc2)cc1	0.0	-1	0	-0.2	-60	0	-11	2.5	0.0	0
CS(=O)(=O)Nc1ccc(S(=O)(=O)NCCc2ccccc2)cc1	-2.5	-5	nt	-0.5	5	6	-5	4.2	-0.7	-1
c1ccc(-c2nc(N3CCOCC3)cc(N3CCOCC3)n2)cc1	-2.5	-7	-2	-1.7	10	0	-10	2.3	0.5	-3
Cc1c(Cl)cccc1NC(=S)NC1CC1	-1.6	3	5	2.9	14	0	-11	0.7	-2.6	0
Cc1[nH]c2ccccc2c1/C=C(\C#N)C(=O)NCc1ccccc1	0.2	-3	-1	-1.1	15	-12	9	1.8	-3.5	0
O=C(Cc1cnc2ncnn2c1)N1CCc2c([nH]c3ccccc23)C1c1ccccn1 (stereo unspecified)	-0.5	0	-1	2.0	-17	-4	9	4.4	1.5	0
CCC(=O)Nc1c(-c2ccc3ccccc3c2)nc2ccccn12	-1.0	2	9	-0.6	12	-8	-18	-0.4	-1.9	1
O=C(NNS(=O)(=O)c1ccccc1C(F)(F)F)c1cccc(S(=O)(=O)Nc2ccccc2Cl)c1	-0.1	-8	nt	2.0	26	-9	-11	1.5	0.3	4
COc1ccc2c(c1)C(c1ccc(N3CCOCC3)cc1)=NNC(c1cccnc1)=N2	-0.6	4	-3	0.2	8	2	-1	-2.1	-2.5	2
CCOC(=O)c1nn(-c2ccc3c(c2)OCO3)cc1O	-0.6	-5	nt	2.0	22	-6	-11	2.7	1.2	-2
O=C(NCc1ccc(Cl)cc1)C(=O)NCC1OCCN1S(=O)(=O)c1cc(F)ccc1F (stereo unspecified)	-2.3	17	-2	-0.7	5	-1	-1	1.0	0.5	0
CC(C)(C)C(=O)Nc1ccnn1C1CCN(C(=O)c2cccc(Cl)c2)CC1	-1.6	-11	4	1.5	-2	-3	-22	2.7	-0.7	-1
COc1cc(/C(C)=N/NC(=S)NC(C)C)cc(OC)c1OC	-0.7	20	-2	4.0	-2	15	11	1.6	-2.4	-2
COc1ccc(-c2nn(C)c(=O)c3ccccc23)cc1CNC(=O)C1CCCCC1	-3.5	-2	0	1.7	4	6	1	1.2	0.5	0

Some of the entries so far, with values under each structure.
Every second line gives: CAL PDZ inh, Rtt109 HAT inh, Wnt bcat act, AddAB inh, PfHsp90 set2, Tat transport, PvdQ inh, phage Ecoli inh, E coli growth, DAGLB inhibitor
- CCC(=O)Nc1c(-c2ccc3ccccc3c2)nc2ccccn12
→ -1.0, 2, 9, -0.6, 12, -8, -18, -0.4, -1.9, 1
- O=C(NNS(=O)(=O)c1ccccc1C(F)(F)F)c1cccc(S(=O)(=O)Nc2ccccc2Cl)c1
→ -0.1, -8, nt, 2.0, 26, -9, -11, 1.5, 0.3, 4
- COc1ccc2c(c1)C(c1ccc(N3CCOCC3)cc1)=NNC(c1cccnc1)=N2
→ -0.6, 4, -3, 0.2, 8, 2, -1, -2.1, -2.5, 2
- CCOC(=O)c1nn(-c2ccc3c(c2)OCO3)cc1O
→ -0.6, -5, nt, 2.0, 22, -6, -11, 2.7, 1.2, -2
- O=C(NCc1ccc(Cl)cc1)C(=O)NCC1OCCN1S(=O)(=O)c1cc(F)ccc1F (stereo unspecified)
→ -2.3, 17, -2, -0.7, 5, -1, -1, 1.0, 0.5, 0

(list continues)
SMILES	CAL PDZ inh	Rtt109 HAT inh	Wnt bcat act	AddAB inh	PfHsp90 set2	Tat transport	PvdQ inh	phage Ecoli inh	E coli growth	DAGLB inhibitor
O=C(Oc1ccccc1F)C1CCN(C(=O)c2ccc(F)cc2)CC1	-3.0	-2	-1	1.7	3	3	-11	1.4	-0.1	-12
CCOCCn1c(-c2ccc(OC)cc2)nc2ccccc21	-0.6	-2	4	-0.6	-2	2	-4	0.8	-0.7	0
COc1ccc(C(=O)NCCS(=O)(=O)NCc2cccs2)cc1	-1.2	-8	0	-0.5	-5	-8	-6	1.6	0.8	0
COc1ccc(C(=O)C2CCCCC2=O)cc1 (stereo unspecified)	0.5	-2	3	-0.4	13	-1	-4	1.6	1.2	0
Cc1ccc(NC(=O)CCNS(=O)(=O)c2cccc3nsnc23)cc1	-2.2	-3	-2	7.2	28	-4	-18	4.0	4.4	-1
COc1ccc(OC)c(NC(=O)CC2SC(=N)N(c3ccccc3)C2=O)c1 (stereo unspecified)	0.1	-13	1	2.9	21	-3	-13	0.0	1.8	0
CN(CCNC(=O)c1ccc(N2CCCC2=O)cc1)CCc1ccccc1	-1.5	13	nt	4.1	2	3	-8	1.8	0.5	-1
Cc1nn(Cc2ccc(Cl)cc2)c(C)c1NC(=O)C(c1ccccc1)c1ccccc1	-0.6	-4	0	1.8	29	1	-3	2.5	-0.6	-3
O=C(CN1C(=O)CSc2ccc(S(=O)(=O)N3CCCCCC3)cc21)NCCc1ccccc1	0.0	3	-2	nt	11	-2	-3	-0.7	nt	-1
COc1cccc(OCc2cc(C(=O)N3CCN(c4ccccc4O)CC3)no2)c1	-0.2	4	26	6.6	-36	11	2	0.2	2.5	2
C[C@]12c3[nH]c4cc(-c5ccco5)ccc4c3CCN1C(=O)[C@@H](CC(=O)NCCc1ccccn1)C[C@@H]2C(=O)N1CCCCC1	0.3	3	-2	-1.4	-7	6	8	2.4	-5.0	1
COc1cccc(/C=C2\SC(=S)N(CC(=O)N(C)C3CCS(=O)(=O)C3)C2=O)c1 (stereo unspecified)	-1.1	-1	2	6.5	35	-3	-6	-6.8	-1.3	4
Cc1ccccc1N(Cc1ccccc1F)S(C)(=O)=O	0.5	-4	nt	1.4	7	-7	-2	0.3	-3.1	-3
CCOC(=O)c1c(C)nc2c(c1-c1ccc(OC)cc1)C(=O)CC(C)(C)C2	-2.2	-2	0	-0.8	2	-1	5	1.3	0.2	-2
COc1cc(OC)c2c(-c3cccc(-c4ccc(C#N)cc4)c3)cc(=O)oc2c1	0.7	0	-1	2.7	0	-5	6	2.8	2.7	-3
Cc1nc(C(=O)Nc2ccc(Cl)cc2)sc1C1(C)CC(c2cccc([N+](=O)[O-])c2)=NO1 (stereo unspecified)	-0.3	5	-5	3.5	-7	1	-1	3.7	1.2	-3
NC(=O)c1ccc(N2CCCCC2)c(N2C(=O)CCC2=O)c1	-2.3	1	-3	3.1	11	13	-2	2.9	0.4	2
CCOC(=O)c1oc2cc(O)c(CC)cc2c(=O)c1-c1ccc2c(c1)OCCO2	-3.5	-2	3	0.6	11	3	4	1.3	2.0	1
Cn1c(N)cc(=O)n(C)c1=S	0.0	-2	-1	nt	nt	5	-7	-0.1	nt	1
COc1cccc(NC(=O)N2CCC(NC(=O)C(Cc3cccc(C)c3)NC(C)=O)CC2)c1 (stereo unspecified)	0.3	1	-2	0.0	21	-1	-9	0.8	-0.8	-2
O=C(CSc1ccc(-c2ccccc2)nn1)NC1CCCC1	-2.7	25	-1	3.4	-3	-4	2	0.9	1.0	-3
COc1ccc(NC(=O)c2cc(S(=O)(=O)N3CCc4ccccc43)cn2C)cc1OC	0.5	-1	-3	0.0	17	-5	-1	1.9	-2.9	1
O=C(CSCc1nc2c(nnn2Cc2ccc(F)cc2)c(=O)[nH]1)Nc1cccc(C(F)(F)F)c1	-0.1	-11	-4	0.6	nt	8	-8	0.9	1.0	-5
Cn1nnnc1SCC(=O)N1CCOCC1	0.0	4	-3	3.9	nt	4	-19	4.4	1.0	-3
CC(C)CN(Cc1cc(=O)oc2cc(-c3ccccc3)c(O)cc12)CC(C)C	-3.2	0	3	-0.9	-18	10	-8	1.8	1.5	1
CC1CCCCN1c1cc(C#N)c(C#N)cc1[N+](=O)[O-] (stereo unspecified)	-1.7	28	nt	1.9	nt	-3	3	2.8	-0.1	10
O=C(O)c1ccc(/C=N/Nc2ccc(C(F)(F)F)cn2)cc1	-0.6	9	19	nt	-3	-3	-4	4.3	nt	2
Cc1ccc(S(=O)(=O)NCC(c2ccco2)N2CCc3ccccc32)cc1 (stereo unspecified)	0.0	12	-4	1.7	-32	18	-10	1.8	-0.2	-2
